RGS4 inhibitor – human RGS4 inhibition; AID 504845; Transcreener GDP fluorescence polarization, RGS4-accelerated GTP hydrolysis; 390,000 compounds, 0.039% hits; P49798; Potency, µM (titrated, usually from 114 µM), without a hit: at the highest dose activity change, negative = inhibition, hits mostly inhibitors; also: % is scaled to controls: 0 for no effect and ±100 for the full control effect; nearly all actives have a fitted effect of over 75% in size; some results filed as inactive show a strong effect at the top dose
Target sequence (P49798 whole entry, looked up): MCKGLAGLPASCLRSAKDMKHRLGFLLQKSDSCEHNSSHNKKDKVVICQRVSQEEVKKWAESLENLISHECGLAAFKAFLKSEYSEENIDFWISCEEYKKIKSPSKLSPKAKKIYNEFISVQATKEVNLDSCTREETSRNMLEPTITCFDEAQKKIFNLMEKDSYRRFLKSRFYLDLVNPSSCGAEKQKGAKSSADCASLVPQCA
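MLSMR compounds (23 nl, pin-transferred) preincubated 10 min at room temperature with a 500nM (2x) first reagent, then RGS4 at 900nM (2x) plus Transcreener GDP mix added; fluorescence polarization (620/688 nm) read before and after 90 min at 30 °C.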
HP1b binding inh – blocks HP1-beta chromodomain binding to methylated histone tails | 390,000 compounds, 0.56% hits | P83916 | Potency, µM (highest dose often 114 µM), without a hit: at the top dose activity change, negative = inhibition, most hits filed as inhibitors | AlphaScreen HP1-beta / biotin-H3K9me3 peptide binding; also: nearly all actives have a fitted effect of over 70% in size; inactives centre near 23
Target sequence (P83916 whole entry, looked up): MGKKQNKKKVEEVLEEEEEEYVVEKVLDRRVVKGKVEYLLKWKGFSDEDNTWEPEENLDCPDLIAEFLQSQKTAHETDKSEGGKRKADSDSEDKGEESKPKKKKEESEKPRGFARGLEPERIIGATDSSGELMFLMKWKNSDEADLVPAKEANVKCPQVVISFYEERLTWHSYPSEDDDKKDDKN
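AlphaScreen: HP1-beta (50 nM) preformed 30 min with biotin-H3(1-18)K9me3 peptide (50 nM) in PBS pH 7.4, 0.01% Tween-20. Compound added for 30 min at RT, then streptavidin donor/nickel chelate acceptor beads (10 ug/mL) for 30 min.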
JMJD2A Tudor inh – JMJD2A Tudor domain (human) inhibition. AlphaScreen JMJD2A-Tudor / H3K4me3 peptide binding. Potency, µM (highest dose often 114 µM), for inactives: at the top dose activity change, negative = inhibition, actives largely listed as inhibitors. 390,000 compounds, 4.4% hits. AID 504339; also: % is scaled to controls: 0 for no effect and ±100 for the full control effect; nearly all actives have a fitted effect of over 50% in size
TrxR1 inh – rat TrxR1 inhibition; O89049; recombinant rTrxR1, NADPH fluorescence consumption, selenite substrate; Potency, µM (highest dose often 114 µM), inactives show at the top dose activity change, negative = inhibition, usual class: inhibitors; 390,000 compounds, 1% hits; AID 588453; also: % is scaled to controls: 0 for no effect and ±100 for the full control effect; nearly all actives have a fitted effect of over 65% in size
Target sequence (O89049 whole entry, looked up): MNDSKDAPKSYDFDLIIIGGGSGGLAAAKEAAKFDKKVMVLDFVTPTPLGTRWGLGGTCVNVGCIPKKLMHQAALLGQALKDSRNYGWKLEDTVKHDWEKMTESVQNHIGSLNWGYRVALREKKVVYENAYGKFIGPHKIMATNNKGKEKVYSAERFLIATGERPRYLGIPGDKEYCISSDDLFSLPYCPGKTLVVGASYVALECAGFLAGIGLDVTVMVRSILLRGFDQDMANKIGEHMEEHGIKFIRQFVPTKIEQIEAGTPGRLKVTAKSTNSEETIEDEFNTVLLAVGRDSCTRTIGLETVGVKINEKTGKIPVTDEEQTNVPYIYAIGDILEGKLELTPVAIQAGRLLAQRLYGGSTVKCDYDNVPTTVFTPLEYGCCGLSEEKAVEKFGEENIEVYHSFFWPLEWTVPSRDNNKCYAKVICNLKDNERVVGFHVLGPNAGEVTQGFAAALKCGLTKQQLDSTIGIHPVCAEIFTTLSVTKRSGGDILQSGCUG
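Rat TrxR1 (90 nM in the dispensed reagent) was pre-reduced with 400 uM NADPH for 5 min at room temperature, then incubated with compound for 15 min. After 400 uM selenite was added, NADPH fluorescence (Ex 340/Em 450 nm) was followed for 8 min.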
ALOX12 inh – blocks human arachidonate 12S-lipoxygenase. Potency, µM (titrated, usually from 108 µM), for the others: top-dose activity change, negative = inhibition, most hits filed as inhibitors. purified 12hLO, xylenol orange hydroperoxide absorbance. AID 1671190. 580,000 compounds, 1.1% hits; also: % is scaled to controls: 0 for no effect and ±100 for the full control effect
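Purified human 12hLO at 150 nM in 25 mM Hepes, 0.01% Triton X-100, pH 7.0, preincubated 15 min at room temperature with compound. Reaction started with 40 uM arachidonic acid, 30 min at room temperature. Hydroperoxide measured by Fe-xylenol orange, 573/405 nm absorbance ratio.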
Pin1 inhibitor – inhibitors of human Pin1; Q13526; Pin1 FP peptide displacement, HiFluor488, 10 min; Potency, µM (series often up to 115 µM), for inactives: at the top dose activity, negative = inhibition, hits mostly inhibitors; 390,000 compounds, 0.009% hits; AID 504891; active = well fitted inhibition curve with a large enough effect in the polarisation, with a control signal flat, not every such curve was filed as active; inconclusive = small, poorly fitted or top-dose-only effect, or effect the other way, or a change in a side signal; inactive = no such curve, though single readings can be large or run the other way; the % refers to the polarisation; also: % is scaled to controls: 0 for no effect and ±100 for the full control effect
Target sequence (Q13526 whole entry, looked up): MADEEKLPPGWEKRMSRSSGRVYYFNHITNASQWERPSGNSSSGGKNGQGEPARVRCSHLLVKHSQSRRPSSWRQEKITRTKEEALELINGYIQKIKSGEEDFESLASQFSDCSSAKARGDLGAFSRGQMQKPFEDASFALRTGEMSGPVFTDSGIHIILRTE
GLS inh – blocks human kidney-isoform glutaminase activity; O94925; GLS enzymatic activity, qHTS titration; Potency, µM (highest dose often 45.5 µM), inactives show top-dose activity change, negative = inhibition, hits mostly inhibitors; 410,000 compounds, 0.21% hits; AID 624170; also: % is scaled to controls: 0 for no effect and ±100 for the full control effect
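Compounds were pin-transferred onto hKGA, after which L-glutamine (1 mM solution) and a detection mix of glutamate oxidase, HRP and Amplex Red were added. Initial and 30 min RT fluorescence reads were collected.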
PGK inhibitor – T. brucei PGK inhibition; P07378; PGK/GAPDH coupled, Kinase-Glo luminescence, 60 min; Potency, µM (series often up to 57.5 µM), without a hit: top-dose activity change, negative = inhibition, most hits filed as inhibitors; 380,000 compounds, 0.043% hits; AID 602233; also: % is scaled to controls: 0 for no effect and ±100 for the full control effect; nearly all actives have a fitted effect of over 60% in size
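Recombinant glycosomal PGK reaction used 1,3-bisphosphoglycerate generated in-well by GAPDH (100nM final) in 100mM TEA pH 7.6, 5mM MgCl2, 0.01% Tween-20. After 60 minutes at room temperature, ATP was read by Kinase-Glo Plus luminescence end-point.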
ERG Ets-DNA blk – blocks human ERG Ets domain binding to DNA; fluorescence polarization, His-ERG Ets domain / labelled DNA; Potency, µM (titrated, usually from 76.9 µM), for inactives: at the highest dose FP activity, negative = inhibition, most hits filed as inhibitors; 370,000 compounds, 0.028% hits; AID 624246; active = well fitted inhibition curve with a large enough effect in the polarisation, with a control signal flat; inconclusive = small, poorly fitted or top-dose-only effect, or effect the other way, or a change in a side signal; inactive = no such curve, though single readings can be large or run the other way; the % refers to the polarisation;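 also: polarization taken with two DNA probes labelled with fluorescein and Texas red; % of control where 0% means no effect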
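His-tagged ERG Ets domain (1 uM in the protein solution; 300mM KCl, 50mM Tris-HCl, 1mM EDTA, 1mM DTT, pH 7.5) received compound, then a probe mix of 5 nM fluorescein-DNA and 100nM Texas-615-DNA. Fluorescence polarization was read for both dyes.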
Starred values were filed as active, the others as inactive; i = inactive; ? = inconclusive; / = not tested or not shown; ! = not active in a repeat; [ ] = dose if it differs, or a comment. Unless noted, calls follow the shape of the dose curve; as a rule, active = well fitted curve in the direction sought with a large enough effect; inconclusive = small, poorly fitted or top-dose-only effect, or another doubt; inactive = no such curve, though single readings can be large; an effect the other way counts as inactive or inconclusive. Potency is read from the fitted curve at half-maximal effect. Some of the compounds tested; the hit share may differ from the screen's.

SMILES | RGS4 inhibitor | HP1b binding inh | JMJD2A Tudor inh | TrxR1 inh | ALOX12 inh | Pin1 inhibitor | GLS inh | PGK inhibitor | ERG Ets-DNA blk
CCCC(C)NC(=O)CN(c1ccc2c(c1)OCCO2)S(=O)(=O)c1ccccc1 (centres undefined) | -5.3% | 33.8% | -7.5% | 25.6% | 0.0% | -2.3% | -4.4% | -1.6% | 6.3%
Cc1cc(=O)n2nc(N(C)CC(=O)NCc3cccc(Br)c3)sc2n1 | 3.1% | 47.8% | -0.3% | -0.4% | ? | 2.1% | -6.5% | 1.7% | 4.9%
COc1cc2c(CCNC(C)=O)c[nH]c2cc1O | ? | 26.7% | -1.4% | ? | 39.8µM*! | 0.6% | 52.4%[activator] | 9.4% | 7.5%
CC(=O)C[C@H](O)CC(=O)[C@@H]1OC(=O)CCCCCCCCc2ccccc21 | 4.3% | 39.6%[activator] | -21.4% | 0.0%[57.1 µM] | 0.0% | 2.3% | 4.3% | -4.5% | 4.9%
CCOC(=O)c1c(NC(=O)CSc2ncnc3ccccc23)sc(C)c1C | 12.8% | 4.4% | -11.2% | 18.4%[57.1 µM] | -17.3% | 9.6% | -15.5% | -7.2% | -6.3%
CCCCN(C)C(=O)CCCc1c[nH]c2ccccc12 | 6.0% | 2.2% | -20.2% | -2.3%[57.1 µM] | 66.8%[activator] | -0.5% | 18.5% | -5.8% | -6.4%
O=C(NN=C1CCC(c2ccccc2)CC1)c1cc2c(s1)CCCC2 (centres undefined) | -19.8% | 24.6% | -8.1% | -9.9% | -11.3% | -1.4% | -2.5% | -6.3% | -7.5%
CN(CC(=O)Nc1ccccc1C(F)(F)F)C(=O)c1cc([N+](=O)[O-])ccc1N1CCOCC1 | -22.9% | 5.0% | -14.0% | -2.8% | / | 11.0% | 2.2% | -1.1% | 5.7%
Cc1ccc(S(=O)(=O)N2CCOCC2)cc1NC(=O)COC(=O)Cc1ccsc1 | 11.2% | 22.1% | -16.1% | 6.4% | -12.2% | -6.4% | 5.3% | i | 10.6%
COC(=O)c1c(/N=C/NOCc2ccc(Cl)cc2)sc2c1CCN(c1ncc(C(F)(F)F)cc1Cl)C2 | -18.7% | 42.1%[activator] | 8.8% | 2.7% | 13.6% | 0.6% | -3.9% | -2.3% | -8.5%
CC(C)C1CC(C(=O)Nc2ccccc2)C(=O)O1 (centres undefined) | -30.0% | 61.8%[activator] | 7.4%[57.1 µM] | 10.6%[57.1 µM] | ? | -1.5% | 3.7% | -2.7% | -3.3%
Cc1ccc(S(=O)(=O)N2CCN(C(=O)CN3C(=O)NC4(CCCC4)C3=O)CC2)c(C)c1 | 1.6% | -2.5% | -13.3% | 12.0% | -21.4% | -7.4% | 1.4% | -10.2% | 2.5%
CN(C)c1c([N+](=O)[O-])ncn1C | -24.7% | 31.8% | 1.6% | 9.9%[57.1 µM] | ? | -10.2% | -1.0% | -0.4% | 7.6%
Cn1c(SCC(=O)NC(C)(C)C)nc(O)cc1=O | -6.3% | 22.2% | -15.3% | 12.1% | 1.6%[57.4 µM] | 0.6% | -1.4% | / | -4.8%
COc1ccccc1CNC(=O)COc1ccc(S(=O)(=O)N2CCOCC2)cc1 | -19.7% | 42.2%[activator] | 4.1% | 19.0%[57.1 µM] | 7.1% | -4.4% | -12.0% | -0.2% | -3.9%
CCCN(CCC)C(=O)CSc1nc2sc3c(c2c(=O)n1-c1ccccc1)CCN(C(C)=O)C3 | -8.1% | 58.8%[activator] | -1.7% | -1.6% | -18.6% | ? | -0.4% | / | -0.2%
O=S(=O)(O)c1cc(Cl)cc(N=Nc2ccc(O)cc2O)c1O | -25.4% | ? | 20µM* | -29.4% | 44.7µM* | ? | 7.2% | ? | /
COCCNC(=O)CN(CCc1ccccc1)S(=O)(=O)c1ccc(OC)cc1 | 7.2% | 24.1% | -20.0% | 11.6% | 0.0% | -3.8% | -3.5% | -6.3% | -3.5%
COc1ccc(S(=O)(=O)N(C)C)cc1NC(=O)CSc1nc(N)cc(N)n1 | -27.6% | 10.7% | 8.0% | 7.4% | 14.1% | ? | -3.4% | -0.8% | -5.5%
CN1CC(=O)N(CC(=O)Nc2cccc3ccccc23)C1=O | -23.8% | 30.7% | -3.5% | -4.4% | i | 0.1% | 3.6% | -3.1% | /
COc1ccc(S(=O)(=O)N(C)c2ccc(C(=O)N3CCC(C(N)=O)CC3)cc2)cc1 | -10.0% | 27.9% | -9.2% | -6.3%[57.1 µM] | 0.0% | 11.0% | -3.2% | i | -16.5%
O=C(NC(=S)NCCN1CCOCC1)c1ccccc1Br | 7.0% | 33.7% | -2.1% | -14.2% | 2.0% | -7.0% | -10.9% | -2.7% | 1.9%
Cc1ccc(OCC(=O)Nc2c[nH]c(=O)[nH]c2=O)cc1C | 3.9% | 23.7% | -16.8% | 0.0%[57.1 µM] | -2.6% | -1.4% | -9.9% | 5.6% | -7.8%
COc1cccc(C(=O)Nc2nc(-c3ccc(Br)cc3)ns2)c1 | 8.9% | 32.7% | -5.6% | 6.6% | -1.0% | 7.7% | -3.8% | 3.1% | -7.4%
COc1ccc(-n2cccc2C=O)cc1 | -22.4% | 19.6% | -14.7% | -13.6% | -20.5% | 0.3% | -2.5% | -2.7% | -15.3%
CCN(C[C@H]1N[C@@](C)(C(=O)OC)[C@H]2C(=O)N(C)C(=O)[C@@H]12)C(=O)Nc1ccc(F)cc1 | 3.8% | -8.5% | -24.0% | 11.7% | -10.5% | -7.6% | -2.6% | -2.6% | 9.0%
CC(C)C1N(C(N)=S)N=CC1(C)C (centres undefined) | 27.3% | 20.5% | -1.1% | 9.1%[57.1 µM] | 226.4%[activator] | -2.7% | 27.3% | -0.9% | -1.4%
O=C(CSc1nc2c(sc3ccccc32)c(=O)n1CCc1ccccc1)NCc1ccco1 | -5.8% | 8.1% | -17.7% | 30.8% | 0.0% | 11.7% | 8.4% | 0.6% | -5.2%
CCC(CC)C(=O)NC12CC3CC(CC(C3)C1)C2 | 5.9% | 40.3% | 5.3% | 20.3%[57.1 µM] | 16.2% | -5.8% | 0.8% | -2.9% | -4.3%
O=C1CSC2(C(=O)N(Cc3ccccc3)c3ccccc32)N1c1ccc(Cl)cc1 (centres undefined) | -12.9% | 27.9% | -19.9% | 27.6%[57.1 µM] | 4.6% | 1.3% | 0.4% | 7.8% | -3.0%
CCOC(=O)/C(=N\Nc1cc(Cl)ccc1Cl)N1CC(C)OC(C)C1 (centres undefined) | -26.9% | 32.8%[57 µM] | -4.3% | 1.6% | -10.7% | 3.1% | 20.4% | -4.6% | -3.6%
O=C(Cn1c(=O)n(Cc2ccc(C(=O)NCc3ccc4c(c3)OCO4)cc2)c(=O)c2ccccc21)Nc1cccc(Cl)c1 | 19.5% | 18.3% | -8.2% | 12.4% | -19.4% | 45.0%[activator] | 3.3% | -5.0% | 9.2%
O=C1CN(C(=O)COC(=O)c2cccc(Br)c2)c2ccccc2N1 | 19.3% | 21.9% | -18.6% | 18.4% | 10.7% | 28.7% | -2.7% | 0.1% | 3.9%
COc1ccc(Cc2noc(COc3ccc(Cl)cc3)n2)cc1 | -17.3% | 323.8%[activator] | 195.2%[activator] | 24.6% | 15.8% | -12.5% | -2.9% | 1.9%[11.5 µM] | /
O=C1c2ccccc2C(=O)N1CCc1nc(-c2ccncc2)no1 | 3.2% | 25.4% | 10.5% | 9.1% | 0.0% | 1.3% | / | 4.9% | -1.6%
O=C(O)/C=C\C(=O)Nc1ccc(Oc2ccccc2)cc1 | -26.4% | 34.7% | -14.7% | 4.1% | 12.9% | 4.0% | -9.2% | 2.8% | -1.0%
COc1ccccc1NC(=O)CSC1CC(=O)N(c2ccc3c(c2)OCO3)C1=O (centres undefined) | -1.1% | 38.3% | -15.7% | -19.5% | -6.1% | 3.0% | 3.3% | i | 0.1%
CSc1cccc(NS(=O)(=O)c2ccc(-c3coc(C)n3)cc2)c1 | -14.0% | 42.4% | -27.6% | 18.9% | 0.0% | 5.1% | -3.8% | -1.4% | 5.6%
Cc1cc(C)c(C)c(S(=O)(=O)N2CCN(C(=O)c3ccc4c(=O)n5c(nc4c3)CCC5)CC2)c1C | 6.8% | 6.6% | -17.9% | -1.1% | 10.1% | -2.0% | 22.5% | -3.8% | 19.4%
NC(=O)CC(CC(=O)OCc1ccccc1)c1ccccc1 (centres undefined) | -10.8% | 21.6% | 6.2% | 15.3% | 5.9% | -0.3% | -0.9% | i | -2.2%
COc1cccc(C2c3[nH]c4ccccc4c3C[C@H]3C(=O)N(c4ccccc4C(=O)N4CCCC4C(=O)O)C(=O)N23)c1 (some centres undefined) | -8.1% | 7.9% | -12.2% | -0.3% | -19.5% | -9.0% | 34.9%[activator] | i | 9.2%
COc1cccc(NC(=O)CSc2nc3c([nH]c4ccccc43)c(=O)n2-c2ccccc2)c1 | 2.5% | 25.5%[57 µM] | -12.6% | 16.3%[57.1 µM] | -12.9% | 4.8% | 4.6% | -2.5% | -3.0%
CCOC(=O)c1ccc(NC(=O)c2c(NC(=O)CCC(=O)O)sc3c2CCCCC3)cc1 | -33.5% | ? | -34.0% | 1.4%[57.1 µM] | 20µM* | -0.4% | -7.5% | -3.0% | -5.8%

Screening results (PubChem BioAssay)
